Assay outcomes (PubChem)
HSF1 inhib: HSF1 inhibition; AID 2098; activity change, negative = inhibition, % at 7.5 µM (by protocol); NIH3T3-HGL HSE-luciferase, MG132-induced, luminescence 8 h; active compounds read low; 300,000 compounds, 0.77% hits;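 active = more than half of replicate wells show activity change below -50%, luminescence cut by over half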;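 also: luciferase reports HSF-1 transcriptional activity via heat shock element; 0% = median of DMSO wells and -100% = zero luminescence signal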
Platelet DG rel: modulates dense granule release in human platelets; human platelet-rich plasma, SFLLRN dense granule ATP release, luminescence; inhibition, %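 (compounds screened at 7.5 µM in platelet-rich plasma)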; 300,000 compounds, 0.22% hits;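 active = mean replicate score, as percent of positive control, at or above 50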
SKKanGAS inh: SKKanGAS growth inhibition | S. pyogenes SKKanGAS, kanamycin growth, BacTiter-Glo, 6 h | inhibition, % at 7.5 µM | 300,000 compounds, 1.3% hits | AID 1662;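 active = mean replicate score, as percent of positive control median, at least 50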;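 also: strain carries kanamycin resistance gene driven by streptokinase promoter and grows in 40 µg/ml kanamycin; loss of luminescence reflects streptokinase promoter inhibition or plain growth inhibition; 0% = median of DMSO wells and 100% = positive control at its reference dose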
HSP90 refold inh: blocks HSP90-mediated luciferase refolding in reticulocyte lysate | Rabbit reticulocyte lysate, luciferase refolding luminescence, 3 h | inhibition, % at 5.6 µM | 290,000 compounds, 0.91% hits | AID 1789;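 active = inhibition above the screen-wide mean plus 3 SD, computed separately per campaign, cut at about 16% in these data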;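 also: 0% = DMSO wells and 100% = 60 µM geldanamycin wells; inhibitors lower the luminescence because luciferase stays unfolded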
IEC-6 tox: IEC-6 cytotoxicity, counter-screen for KLF5 inhibitors | luminescence viability | inhibition, % at 5 µM | 290,000 compounds, 0.78% hits | AID 1825; in the data active = inhibition above about 22%;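 also: 0% = plate median of test compound wells and 100% = cytotoxic reference compound wells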
HSF1 activator: increases HSF-1 driven luciferase reporter signal | NIH3T3-HGL HSF-1 luciferase reporter, MG132, 8 h; 100% = twice DMSO control signal | 300,000 compounds, 1.7% hits | activation, % at 9 µM;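 active = mean replicate activation of at least 50% with a set share of replicates each reaching 50%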;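 also: 0% = median of the neutral control wells and 100% = twice that signal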
HIF act: HIF pathway transcriptional activation | U2OS HRE-luciferase reporter, luminescence; normalized: DMSO 0%, desferrioxamine 100% | activation, % at 7.5 µM (by protocol) | 300,000 compounds, 0.32% hits | AID 1910;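 active = mean activation of at least 10% of the iron chelator positive control signal, with at least half of replicates also reaching 10%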
aSyn UTR inh: MLPCN primary screen, SNCA 5' untranslated region; alpha-synuclein 5'UTR reporter, inhibitor activity; inhibition, % (tested at 7.5 µM); 300,000 compounds, 0.82% hits; in the data active = inhibition above about 60%;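 also: H4 neuroglioblastoma cells stably carrying SNCA 5'UTR luciferase fusion; 0% = DMSO wells and 100% = positive control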
AI-2 QS mod: Vibrio harveyi AI-2 quorum sensing modulation | Vibrio harveyi JMH597 AI-2 luminescence/OD600 ratio, 9 h; active compounds read low; strain lacks LuxN and CqsS sensors; 0 = neutral-control median | activity change, % at 7.5 µM | 300,000 compounds, 0.4% hits; in the data active = activity change below about -75%, passing the limit was not always enough;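 also: luminescence divided by OD600 gain over 9 h not by final OD600 alone; inactives centre near 13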
KLF5 inhibitor: kruppel-like factor 5 inhibition. inhibition, % at 5 µM. 290,000 compounds, 0.23% hits. DLD-1 KLF5 promoter-luciferase reporter, luminescence;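 active = inhibition above a per-plate limit of that plate's mean compound inhibition plus 3 SD, cut at about 60% in these data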;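 also: 0% = DMSO wells and 100% = LY294002 at 200 µM; higher means less KLF5 promoter-driven luciferase light; inactives centre near -14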
Active calls of the source: *; · = not tested or not shown.

SMILES	HSF1 inhib	Platelet DG rel	SKKanGAS inh	HSP90 refold inh	IEC-6 tox	HSF1 activator	HIF act	aSyn UTR inh	AI-2 QS mod	KLF5 inhibitor
Cn1c(=O)c2cc(S(=O)(=O)NCCC(=O)NC3CCCCCC3)ccc2n(C)c1=O	-3	-1	-18	0	-2	2	-0.2	32	28	-24
CCC1SC2=NC(C)=C(C(=O)OC)C(c3cccs3)N2C1=O (stereo not given)	1	5	9	0	2	16	0.2	5	5	-16
CC(C)N=C(Nc1ccccc1)c1cccnc1	3	-3	3	-9	-1	-10	0.3	5	26	-31
Cn1c(=O)[nH]c(=O)c2c1nc(CN1CCN(Cc3ccccc3)CC1)n2CC(N)=O	3	20	-7	-1	-1	8	-0.3	21	9	-21
CCOc1ccc2cc(C(=O)c3ccccc3)c(=O)oc2c1	·	3	-2	4	0	·	·	-161	7	-15
Brc1ccc2c(c1)OCCOCCOc1cc(Br)ccc1OCCOCCOCCO2	-9	0	1	-1	3	-10	·	73*	-2	6
Cc1ccc(NC(=O)COC(=O)[C@H](C)N2C(=O)C3CC=CCC3C2=O)cc1S(=O)(=O)N(C)C (stereo not given in full)	19	1	8	2	0	68*	1.9	12	29	-6
Nc1c(C(=O)Nc2ccccc2)sc2nc3c(c(-c4ccco4)c12)CCCC3	24	5	1	2	3	11	1.0	-51	6	-19
CCOC(=O)C1CCN(C(C(=O)NC2CCCC2)c2ccc(C)cc2)CC1 (stereo not given)	2	-5	-3	-1	-4	8	-0.3	-5	18	-42
CS(=O)(=O)N(CC(=O)N1CCN(Cc2ccccc2)CC1)c1ccccc1Br	-1	6	-6	0	5	0	-1.6	3	9	-4
COC(=O)c1ccc(COn2nnc3ccccc32)cc1	41	11	4	11	4	59*	2.0	-130	9	-106
COc1ccc(NC(=O)C(NC(=O)c2ccc(=O)[nH]c2)c2ccccc2)cc1 (stereo not given)	-9	19	1	-6	4	-16	0.1	0	9	10
Cc1ccc(NC(=O)CCC(=O)NNC(=O)COc2ccccc2)cc1C	-5	3	-2	5	4	-5	-1.8	15	14	-24
Cc1occc1-c1nnc(SCC(=O)NC(=O)NC(C)C)n1N	-3	-4	-7	2	1	-14	0.0	-1	13	6
COCCn1c(SCC(=O)Nc2ccc(S(=O)(=O)N(C)C)cc2)nc2ccccc21	3	6	9	3	5	21	-0.4	12	-72	-22
COc1cc(C(=O)NCC(c2ccco2)N2CCc3ccccc32)cc(OC)c1OC (stereo not given)	6	4	-2	·	·	17	-12	4	14	·
COc1ccc(C(C)=O)cc1CN1C(=O)NC2(CCCC2)C1=O	-5	2	-1	4	7	-3	-0.4	-16	27	-1
CC1CCN(C(=O)c2ccc([N+](=O)[O-])o2)CC1	-5	0	0	3	-6	-8	1.4	-51	67	-15
O=[N+]([O-])c1ccc(NNS(=O)(=O)c2cc(Cl)ccc2Cl)nc1	12	-1	9	-5	0	41	0.9	2	45	-13
O=C(Nc1cc(F)cc(F)c1)c1sc(Cl)nc1-c1ccccc1	6	-11	-2	-1	-4	5	0.5	-57	6	-31
O=C1Nc2ccccc2N=C(c2ccccc2)C1N1CCOCC1 (stereo not given)	2	-1	-7	-1	0	15	-0.1	-8	16	-3
Cc1ccc(C2=NN(CCC(=O)NC3CCCC3)C(=O)CC2)cc1	0	1	-6	1	-2	-11	-0.4	-2	12	-20
O=C(Nc1nc(-c2ccccc2)cs1)C1CCCN(S(=O)(=O)c2cccc([N+](=O)[O-])c2)C1 (stereo not given)	-5	0	13	-1	3	19	-0.3	-39	8	-26
CCOc1ccc(CCNC(=O)C2CC=CCC2C(=O)OC(C)C)cc1OCC (stereo not given)	4	10	3	4	4	-19	0.9	6	-2	4
COC(CNC(=O)Cc1c(C)nc2c(-c3ccccc3)c(C)nn2c1C)OC	-5	-1	-9	0	1	3	0.5	-8	42	-22
Cc1noc(/C=C/N(C)C)c1S(=O)(=O)N1CCCC(C(=O)NCCC2=CCCCC2)C1 (stereo not given)	-34	3	20	-1	7	-39	0.8	-18	43	-21
CCCN1CCc2[nH]c(=S)[nH]c(=O)c2C1	-2	-11	-3	3	0	-1	0.1	-7	13	-15
CCc1nn(C(C)C(=O)NC2CCCCCC2)c(=O)c2cc3occc3n12 (stereo not given)	-6	4	-2	-4	-10	-10	-0.2	6	1	-45
CCOC(=O)C1=C(CSc2nccn2C)NC(=O)NC1c1ccc2c(c1)OCO2 (stereo not given)	4	6	-4	3	2	13	-0.3	17	12	-10
Cc1nnc(SCC(=O)c2cc(C)n(-c3c(C)n(C)n(-c4ccccc4)c3=O)c2C)s1	3	-11	-11	-1	0	24	-0.1	3	19	-9
O=C(NCCCNC(=O)c1ccco1)c1ccc(F)cc1	-1	-1	1	-2	-4	-1	0.8	13	14	-29
Cc1ccc(SCCC(=O)Nc2cc(C)on2)cc1	-6	-9	-9	0	1	-5	-0.4	-9	-5	-15
COc1ccc(OC)c(S(=O)(=O)N2CCCC(C)C2)c1 (stereo not given)	-6	4	4	6	2	-11	1.4	4	5	4
Cc1ccsc1C(=O)NC1CCCN(Cc2ccc(Cl)cc2)C1 (stereo not given)	13	-4	-11	-3	-3	47	-0.9	-6	18	-31
COC(C(=O)N1CCC(n2nccc2NC(=O)C2CC2)CC1)c1ccccc1 (stereo not given)	12	-6	-1	-4	-1	20	3.4	-61	8	-68
COCCn1c(SCC(=O)N2CCOCC2)nnc1-c1ccco1	-3	·	-5	3	3	-1	-0.3	13	14	-20
O=C(O)c1cccc(Cn2c(Cl)c(/C=N/NC(=O)c3ccccc3O)sc2=O)c1	2	-11	3	6	-4	26	-0.2	14	27	-16
O=C(Nc1cccc(C(=O)N2CCOCC2)c1)NC1CCCCC1	-12	3	1	-2	-3	-10	0.0	8	1	-24
Cc1ccccc1N(CC(=O)NC1CCCC1)C(=O)C1(C)CC(=O)N=C2C=CC(Cl)=CN21 (stereo not given)	-1	5	-1	2	-6	-16	-1.8	-12	-1	6
COc1cc2c(cc1O)CCN(C(=O)c1ccco1)C2C (stereo not given)	3	-5	4	2	1	-1	0.1	2	16	-12

Single records (already shown). Values in the order: HSF1 inhib, Platelet DG rel, SKKanGAS inh, HSP90 refold inh, IEC-6 tox, HSF1 activator, HIF act, aSyn UTR inh, AI-2 QS mod, KLF5 inhibitor
Profile of COC(C(=O)N1CCC(n2nccc2NC(=O)C2CC2)CC1)c1ccccc1 (stereo not given) = 12, -6, -1, -4, -1, 20, 3.4, -61, 8, -68
Profile of CCOc1ccc(CCNC(=O)C2CC=CCC2C(=O)OC(C)C)cc1OCC (stereo not given) = 4, 10, 3, 4, 4, -19, 0.9, 6, -2, 4
Profile of COc1ccc(OC)c(S(=O)(=O)N2CCCC(C)C2)c1 (stereo not given) = -6, 4, 4, 6, 2, -11, 1.4, 4, 5, 4
Profile of Cc1ccc(SCCC(=O)Nc2cc(C)on2)cc1 = -6, -9, -9, 0, 1, -5, -0.4, -9, -5, -15

(cont.)
SMILES	HSF1 inhib	Platelet DG rel	SKKanGAS inh	HSP90 refold inh	IEC-6 tox	HSF1 activator	HIF act	aSyn UTR inh	AI-2 QS mod	KLF5 inhibitor
CCCC1C2C(=O)N(c3ccccc3)C(=O)C2ON1c1ccccc1 (stereo not given)	-6	4	-9	-3	10	4	0.5	20	1	-6
Cc1ccc(C)c(S(=O)(=O)Nc2ccc3sc(C)nc3c2)c1	4	-1	8	-2	1	-11	1.2	9	27	-10
Cc1ccc(CN2CCN(Cc3cccn3-c3nccs3)CC2CCO)cc1 (stereo not given)	-3	-1	-6	0	0	-6	-0.2	18	2	-8
O=C(O)c1ccccc1N(Cc1ccccc1)C(=O)COc1ccccc1	0	19	-6	2	-2	-2	-0.2	10	28	-23
COc1ccccc1NC(=O)N1CCCC(CNC(=O)c2ccccc2Cl)C1 (stereo not given)	5	3	2	-8	4	8	0.1	-17	4	-27
Cc1[nH]nc(-c2ccc(OCc3cnn(-c4ccccc4)c3)cc2O)c1Oc1ccc(F)cc1	-5	2	30	0	5	8	-0.1	23	15	-17
N#CCCN(Cc1cccnc1)C(=S)NC(=O)C1CC1	-3	-4	12	-1	-2	-8	1.1	25	-5	-46
COc1ccc(/C=C/C(=O)c2cc(Cl)ccc2O)c(OC)c1	47	1	-1	-2	-3	64*	0.4	-80	15	-20
Cc1ccc(CNC(=O)C2CC(=O)OC23CCCC3)c(C)c1 (stereo not given)	-2	6	-1	-2	-5	2	-0.4	20	9	-24
CCOc1ccc(N2C(=O)C3Sc4[nH]c(=O)sc4C(/C=C/c4ccccc4)C3C2=O)cc1 (stereo not given)	0	13	4	0	3	-5	0.0	17	43	-3
O=C(CC(NC(=O)c1ccccc1Cl)c1ccccc1)NCCc1ccc(Cl)cc1 (stereo not given)	-1	4	7	2	2	21	-0.3	-9	11	-27
CCOC(=O)N1CCN(C(=O)CSc2nc3ccccc3c(=O)n2-c2ccccc2)CC1	-3	-2	1	-3	-1	6	-0.2	11	17	8
CC1=C(C(=O)Nc2ccccc2)C(c2coc3ccccc3c2=O)C2=C(CCCC2=O)N1 (stereo not given)	10	5	5	-7	-1	8	-0.9	-27	5	-18
COCCn1c(=O)[nH]c(=O)c2c(C(F)(F)F)cc(-c3cccs3)nc21	-2	-30	-15	4	2	29	0.4	-10	13	-6
CC(C)(C)c1ccc(C(=O)NCC(=O)OCC(=O)Nc2ccc3c(c2)OCCO3)cc1	-2	-2	·	-6	3	14	0.0	-7	15	-18
CC(=O)Nc1ccc(S(=O)(=O)Nn2cnnc2)cc1	-9	-7	-13	0	4	-10	-0.1	-13	-2	10
CCOc1ccc(NC(=O)CN(C)C(=O)CCCOc2ccc(Br)cc2)cc1OCC	-2	-1	9	·	·	7	-3.0	17	32	·
O=C(COC(=O)C1CCN(S(=O)(=O)c2cccc3cccnc23)CC1)c1ccc([N+](=O)[O-])cc1	61	-20	-18	2	5	107*	-0.3	-11	-2	-17
Cc1cc(Cl)ccc1NS(=O)(=O)c1c(C)[nH]c(=O)[nH]c1=O	-2	10	0	0	-2	-12	0.7	0	50	-17
CCC(=O)N1CCc2cc(Br)cc(S(=O)(=O)CCC(=O)N(CC)CC)c21	-1	12	-8	2	3	-6	-0.4	4	4	-23
COC(=O)CSc1nc2sc3c(c2c(=O)n1-c1ccc(OC)cc1)CCN(C)C3	-7	-6	-6	7	-4	10	-0.1	6	10	-11
O=C(Nc1ccc(SC(F)F)cc1)c1ccc2nccnc2c1	-3	5	4	2	-7	22	2.2	-218	-70	-120
CC(=O)c1ccc(OCc2ccccc2)c(C)c1O	13	-2	5	-2	-5	13	3.3	-108	12	-10
CC(NC(=O)c1cc(S(=O)(=O)N(C)C)ccc1Cl)C1CC2CCC1C2 (stereo not given)	19	-6	4	3	-8	16	-0.8	-1	0	-11
Cc1ccc(NC(=O)Nc2cccs2)cc1	17	12	1	3	-3	29	1.2	-130	13	-52
Cc1ccccc1NC(=S)N1CCCC(c2nc3ccccc3[nH]2)C1 (stereo not given)	1	0	1	3	6	1	-0.2	1	-22	-6
C/C(=N\NC(=S)NCCc1ccccc1)c1ccc(C#N)cc1	8	27	-2	4	3	25	0.0	26	5	-6
CC1CC(C)CN(S(=O)(=O)N2CCCC(C(=O)NC(C)c3ccccc3)C2)C1 (stereo not given)	-3	-8	-1	-1	-2	1	0.3	24	0	-10
Cc1cc(C)cc(N(C(C)C(=O)NC2CCCC2)S(C)(=O)=O)c1 (stereo not given)	-5	-13	3	1	-3	9	0.0	17	35	-18
